High-throughput results deposited in PubChem BioAssay by several laboratories.
Spn MK inh – S. pneumoniae MK inhibitors, primary screen, biochemical, PK/LDH-coupled NADH absorbance; inhibition, % at 10 µM; actives 0.48% (n = 65,000); purified MK, PK/LDH-coupled NADH absorbance 340 nm; mevalonate kinase [Streptococcus pneumoniae D39]; AID 555, 2006;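 active = ranked among the strongest by inhibition in the single 10 µM screen, a fixed top-ranked set picked for dose follow-up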; note: no value below 0 was filed
Spn DPM-DC inh – S. pneumoniae DPM-DC inhibitors, primary screen, biochemical, PK/LDH-coupled NADH fluorescence; diphosphomevalonate decarboxylase (Streptococcus pneumoniae D39); purified DPM-DC; calls only at 10 µM; actives 0.49% (n = 65,000);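 active = the 320 compounds with the highest percent inhibition in the single-dose primary screen, excluding strongly autofluorescent ones, cut at about 32% in these data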;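 note: kinetic rate of NADH fluorescence loss reporting ADP formed by the decarboxylase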
HPDE-C7 cytotoxicity – cytotoxicity in HPDE-C7 cells, cell-based, fluorescence, HTS (AID 430); HPDE-C7 pancreatic duct cells viability, fluorescence; higher % means a stronger effect; cytotoxicity, % at 10 µM; hits with a dose series show EC50 in µM; actives 1.8% (n = 63,000);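 note: cells exposed to compound for 48 hours before viability readout; 0% = vehicle and 100% = reference cytotoxic drug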
LYP phosphatase – LYP phosphatase inhibitors, primary screen, biochemical, DiFMUP fluorescence, recombinant catalytic domain, 10 µM (AID 606); Tyrosine-protein phosphatase non-receptor type 22 (Homo sapiens); recombinant LYP catalytic domain, DiFMUP fluorescence; higher % means a stronger effect; 52,000 tested, under 10 active; one-dose inhibition, % at 10 µM; IC50 in µM for titrated hits;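 active = IC50 under 40 µM in the dose-response test; inactive = IC50 of 40 µM or more, or never dose-tested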
Spn PMK inh – S. pneumoniae PMK inhibitors, primary screen, biochemical, mevalonate pathway, pilot trial included | inhibition, % at 10 µM | actives 0.49% (n = 65,000) | purified PMK, PK/LDH-coupled NADH absorbance 340 nm | phosphomevalonate kinase (Streptococcus pneumoniae D39);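 active = top-ranked compounds by inhibition in the single 10 µM screen, taking a fixed number of the strongest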;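 note: 0% = full reaction with DMSO carrier and 100% = background rate without enzyme reaction; no value below 0 was filed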
Alkaline phosphatase – human TNAP enzyme inhibitors, biochemical, luminescent (AID 518); actives 0.09% (n = 64,000); purified TNAP enzyme, luminescent substrate readout; higher % means a stronger effect; Alkaline phosphatase, tissue-nonspecific isozyme (Homo sapiens); one-dose inhibition, % at 20 µM; IC50 in µM for titrated hits; in the data active = a potency from the dose series; inactive = the rest, 99 in 100 with inhibition below about 22%;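 note: plate controls were vehicle for no effect and reference inhibitor for full effect; many of its hits are not listed in these tables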
HT1080 viability – cytotoxicity in HT1080 fibrosarcoma cells, cell-based, fluorescence readout (AID 620); HT1080 viability, fluorescence; higher % means a stronger effect; cytotoxicity, % at 10 µM; hits with a dose series show EC50 in µM; actives 0.42% (n = 87,000);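 note: cells exposed to compound overnight then 4 h with Alamar Blue; 0% = vehicle DMSO and 100% = killing control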
KRASV12 cytotoxicity – cytotoxicity in KRAS-transformed pancreatic duct cells, primary screen, cell-based, fluorescence, HTS (AID 431); HPDE-C7K KRASV12 cells, Alamar Blue viability, 48 h; higher % means a stronger effect; one-dose cytotoxicity, % at 10 µM; EC50 in µM for titrated hits; actives 1.7% (n = 63,000);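 active = compounds whose percent cytotoxicity in the single-dose primary screen, scaled between solvent and toxic-drug controls, exceeds 50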;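 note: 0% = DMSO solvent wells and 100% = doxorubicin-treated wells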
Bfl-1 inhibitors – Bfl-1 inhibitors, primary screen, biochemical, fluorescence polarization, FITC-Bid, mouse (AID 432); Bcl-2-related protein A1 (Mus musculus); FITC-Bid BH3 peptide fluorescence polarization displacement; higher % means a stronger effect; displacement, % at 20 µM; hits with a dose series show IC50 in µM; actives 0.02% (n = 64,000); in the data active = a potency from the dose series; inactive = the rest, 99 in 100 with displacement below about 15%; note: strong numbers were not always called active
Spn PMK inh pilot replicates – recorded beside Spn PMK inh, whose call it bears; inhibition, %; measured here: pilot screen replicates
Spn MK inh pilot replicates – second read-out of Spn MK inh, no call of its own (marks repeat the call); inhibition, %; measured here: pilot screen replicates
Spn DPM-DC inh pilot screen % – also measured in Spn DPM-DC inh; calls as there; inhibition, %; measured here: pilot screen trials
The depositor's hits bear a star; i = inactive; x = not tested or not shown. Cut-off read from the data, not from the text of the source, unless noted: active = cytotoxicity above about 50%; inactive = the rest.

SMILES | Spn MK inh | Spn DPM-DC inh | HPDE-C7 cytotoxicity | LYP phosphatase | Spn PMK inh | Alkaline phosphatase | HT1080 viability | KRASV12 cytotoxicity | Bfl-1 inhibitors | others
CC(C)C(C(=O)Nc1nccs1)c1ccccc1 (stereo not given) | 5 | i | 8% | x | 14 | 7% | 2% | 5% | -9%
CCCC(=O)C1C(=O)CC(C)(C)C(c2cc(C)no2)C1=O (stereo not given) | 3 | i | 4% | x | 15 | 11% | 18% | -7% | -6%
COc1ccc(CC(=O)N2CCN(c3ccccn3)CC2)cc1 | 7 | i | -2% | -4% | 1 | 7% | 4% | 3% | -5%
COC(=O)c1ccccc1NC(=O)COc1ccccc1 | 9 | i | -11% | 2% | 0 | 10% | 1% | -22% | -4%
CCn1c(CCC(=O)Nc2cc(F)ccc2C)nc2cc(S(=O)(=O)N(C)C)ccc21 | 1 | i | x | -1% | 7 | 10% | 0% | x | -8%
CC(C)c1ccc2oc(-c3ccc(NC(=O)c4ncn[nH]4)cc3)nc2c1 | 12 | x | -1% | 6% | 4 | 1% | -7% | 13% | 3%
CCOC(=O)N1CCN(CC(O)COc2ccccc2C(C)CC)CC1 (stereo not given) | 8 | i | 6% | -1% | 10 | 10% | 4% | -4% | -1% | Spn PMK inh pilot replicates=9.0;Spn MK inh pilot replicates=2.5;Spn DPM-DC inh pilot screen %=4.0
COc1ccc(NC(=O)Nc2cc(C)ccc2OC)cc1 | 10 | i | -29% | -12% | 1 | 9% | -1% | -12% | 6% | Spn PMK inh pilot replicates=0.0;Spn MK inh pilot replicates=2.5;Spn DPM-DC inh pilot screen %=0.0
N#CC1=C2SCN(c3ccccc3)CN2C(=O)CC1c1ccccc1Cl (stereo not given) | 10 | i | -7% | 6% | 1 | 18% | -5% | 4% | -4%
COC(=O)c1ccc(NC(=O)CCc2c(C)nc3ncnn3c2C)cc1 | 7 | i | 0% | -11% | 10 | 7% | -6% | 0% | -7%
C=C(C)CC1Nc2ccccc2NC1CC(=C)C (stereo not given) | 0 | i | 6% | -3% | 0 | 9% | -1% | 10% | 0%
Cc1ccccc1Cc1c(C)nc2ncnn2c1C | 4 | i | -11% | -3% | 16 | 8% | 14% | -17% | -5%
CCCC1C(C(=O)OCC)=C(C)NC(C)=C1C(=O)OCC | 3 | i | -9% | -8% | 0 | 10% | 10% | -4% | -7%
CCOCCCNC(=O)C(c1ccc(Cl)cc1)N1CCC2(CC1)OCCO2 (stereo not given) | 6 | i | 2% | x | 7 | 5% | 18% | -10% | -2%
COc1cccc(C2NC(=O)NC(C)=C2C(=O)Nc2ccc(C)cc2)c1 (stereo not given) | 5 | i | 6% | 8% | 3 | 4% | -3% | -4% | 3%
O=C(NCc1ccco1)NC12CC3CC(CC(C3)C1)C2 | 7 | i | -3% | 3% | 0 | 9% | x | -4% | -3%
O=C(Nc1ccc2c(c1)OCO2)C1CCCN1C(=O)Nc1cccc(F)c1 (stereo not given) | 7 | i | -1% | 16% | 4 | 2% | 14% | -2% | -2%
O=C(O)c1ccccc1C(=O)N1CCN(c2cccc(Cl)c2)CC1 | 5 | i | 7% | 11% | 18 | 8% | 9% | 0% | 0%
COc1ccc(-c2ccc(-c3noc(C4CCCCC4)n3)c(OC)n2)cc1 | 6 | x | -14% | -9% | 10 | 7% | -12% | -7% | -6%
C=CCn1c(=O)c2c(nc3n2CC(C)CN3c2cccc(OC)c2)n(C)c1=O (stereo not given) | 0 | i | -10% | 8% | 2 | 6% | 4% | -9% | -14%

Sorted by SMILES length (high to low): ten of the compounds above
SMILES | Spn MK inh | Spn DPM-DC inh | HPDE-C7 cytotoxicity | LYP phosphatase | Spn PMK inh | Alkaline phosphatase | HT1080 viability | KRASV12 cytotoxicity | Bfl-1 inhibitors | others
C=CCn1c(=O)c2c(nc3n2CC(C)CN3c2cccc(OC)c2)n(C)c1=O (stereo not given) | 0 | i | -10% | 8% | 2 | 6% | 4% | -9% | -14%
COc1cccc(C2NC(=O)NC(C)=C2C(=O)Nc2ccc(C)cc2)c1 (stereo not given) | 5 | i | 6% | 8% | 3 | 4% | -3% | -4% | 3%
CCOCCCNC(=O)C(c1ccc(Cl)cc1)N1CCC2(CC1)OCCO2 (stereo not given) | 6 | i | 2% | x | 7 | 5% | 18% | -10% | -2%
N#CC1=C2SCN(c3ccccc3)CN2C(=O)CC1c1ccccc1Cl (stereo not given) | 10 | i | -7% | 6% | 1 | 18% | -5% | 4% | -4%
O=C(O)c1ccccc1C(=O)N1CCN(c2cccc(Cl)c2)CC1 | 5 | i | 7% | 11% | 18 | 8% | 9% | 0% | 0%
CCCC1C(C(=O)OCC)=C(C)NC(C)=C1C(=O)OCC | 3 | i | -9% | -8% | 0 | 10% | 10% | -4% | -7%
O=C(NCc1ccco1)NC12CC3CC(CC(C3)C1)C2 | 7 | i | -3% | 3% | 0 | 9% | x | -4% | -3%
COc1ccc(NC(=O)Nc2cc(C)ccc2OC)cc1 | 10 | i | -29% | -12% | 1 | 9% | -1% | -12% | 6% | Spn PMK inh pilot replicates=0.0;Spn MK inh pilot replicates=2.5;Spn DPM-DC inh pilot screen %=0.0
C=C(C)CC1Nc2ccccc2NC1CC(=C)C (stereo not given) | 0 | i | 6% | -3% | 0 | 9% | -1% | 10% | 0%
Cc1ccccc1Cc1c(C)nc2ncnn2c1C | 4 | i | -11% | -3% | 16 | 8% | 14% | -17% | -5%

The list continues.
SMILES | Spn MK inh | Spn DPM-DC inh | HPDE-C7 cytotoxicity | LYP phosphatase | Spn PMK inh | Alkaline phosphatase | HT1080 viability | KRASV12 cytotoxicity | Bfl-1 inhibitors | others
COc1ccc(-n2nnnc2SCC(=O)N2CCCC2)cc1OC | 10 | i | 1% | x | 12 | 3% | -7% | -12% | -9%
CCN(CC)C(=O)CSC(=Nc1ccccc1F)NC#N | 8 | i | 4% | x | 4 | 9% | -4% | -7% | -5%
Cc1ccc(OCC(O)Cn2c(=N)n(CCN3CCOCC3)c3ccccc32)cc1 (stereo not given) | 5 | i | -3% | x | 5 | -1% | -2% | -13% | 3%
Cn1c(=O)oc2cc(S(=O)(=O)N3CCCC(C(=O)Nc4ccc5c(c4)OCCO5)C3)ccc21 (stereo not given) | 6 | i | 4% | 10% | 0 | 6% | -3% | 0% | -1%
COc1ccc2cc(C(=O)NCc3ccco3)c(=Nc3ccc(C(=O)O)cc3)oc2c1 | 6 | i | -37% | 2% | 7 | 10% | 4% | -2% | 3% | Spn PMK inh pilot replicates=4.5;Spn MK inh pilot replicates=0.5;Spn DPM-DC inh pilot screen %=5.0
COC(=O)c1ccc(C2/C(=C(/O)c3ccc(OC(C)C)cc3)C(=O)C(=O)N2c2cc(C)on2)cc1 (stereo not given) | 7 | i | 14% | 19% | 4 | 5% | -2% | 17% | 3%
Cn1c(C(=O)N2CCN(c3ccccc3F)CC2)cc2c(=O)n(C)c3ccccc3c21 | 13 | i | 5% | x | 13 | 2% | 6% | 6% | 6%
CC1CC(C)CN(C(=O)c2cn(C)c3ccc(S(=O)(=O)N(C)C)cc3c2=O)C1 (stereo not given) | 3 | i | 1% | 2% | 7 | 2% | -11% | 2% | -4%
CCOC(=O)c1cnn2c(C(F)(F)F)cc(-c3ccco3)nc12 | 8 | x | -4% | -12% | 6 | 5% | -8% | -6% | 0%
CN(C(=O)c1cnccn1)c1nnc(-c2cccnc2)s1 | 3 | i | 0% | 8% | 30* | 6% | 0% | -1% | 3%
Cc1cc(C)c2[nH]c(=O)c(C(c3nnnn3C(C)(C)C)N3CCN(C(=O)c4ccco4)CC3)cc2c1 (stereo not given) | 15 | i | 0% | x | 1 | 10% | -6% | -1% | -1%
CCC(C)[C@H](NC(=O)NCc1ccccc1)C(=O)O (stereo not given in full) | 7 | i | -22% | x | 8 | 12% | 11% | 27% | -9%
CC(OC(=O)C1CC=CCC1C(N)=O)C(Cl)=C(Cl)Cl (stereo not given) | 18 | i | -10% | 0% | 21 | 11% | 2% | -9% | 6% | Spn PMK inh pilot replicates=0.0;Spn MK inh pilot replicates=3.0;Spn DPM-DC inh pilot screen %=0.0
Cn1c(NCc2ccco2)nc2c1c(=O)n(Cc1ccc(Cl)c(Cl)c1)c(=O)n2C | 16 | i | 8% | 12% | 0 | 19% | 19% | 9% | 4%
C=CCN1C(=O)CSc2ccc(C(=O)OCC)cc21 | 0 | i | 4% | 6% | 9 | 4% | 3% | 8% | -5%
O=C(NCCN1CCCC1)c1cc(-c2ccncc2)nc2ccc(S(=O)(=O)N3CCOCC3)cc12 | 1 | i | -14% | x | 7 | 9% | 17% | 1% | -2%
Cn1c(=O)c2nnn(/N=C(\c3ccccc3)C3CC3)c2n(C)c1=O | 10 | i | -12% | 7% | 6 | 7% | -2% | -4% | -8%
CCCC(=O)Nc1cc(-c2cn3cccnc3n2)ccc1OC | 0 | x | 1% | 12% | 13 | 7% | 5% | 8% | -9%
O=C(c1ccccc1)n1ccc2ccccc21 | 6 | i | 4% | 7% | 0 | 2% | -1% | 3% | -7%
COc1ccc(-c2cc3c(=O)n(CC(=O)NC4CCN(Cc5ccccc5)CC4)ncn3n2)cc1 | 0 | i | 5% | 18% | 9 | 6% | -3% | -8% | -7% | Spn PMK inh pilot replicates=3.0;Spn MK inh pilot replicates=0.0;Spn DPM-DC inh pilot screen %=5.5
CCCn1c(=S)[nH]c2cc(C(=O)N3CCN(c4ccccc4OC)CC3)ccc2c1=O | 5 | i | x | 2% | 13 | x | -17% | x | x
CC1(C)N=C(c2cccc(F)c2)C(=O)N1 | 11 | i | -2% | x | 7 | 2% | 4% | 5% | 0%
CC12CN3CC(C)(CN(C1)C3c1ccccc1Cl)C2O (stereo not given) | 3 | i | 12% | 1% | 20 | 4% | -10% | 22% | -10%
CCc1c(C(=O)NCCc2ccc(OC)c(OC)c2)[nH]c(C)c1C(C)=O | 3 | i | -5% | 9% | 0 | 12% | -12% | 5% | 1% | Spn PMK inh pilot replicates=3.5;Spn MK inh pilot replicates=1.5;Spn DPM-DC inh pilot screen %=3.0
CCN1C(=O)CC(N2CCN(c3ccc(C(=O)c4ccccc4)cc3)CC2)C1=O (stereo not given) | 6 | i | -9% | 10% | 14 | 3% | -4% | -6% | -7%
COC(=O)CN1C(=O)C(O)(CC(=O)c2cccc(Br)c2)c2ccccc21 (stereo not given) | 11 | i | 5% | 6% | 2 | 4% | -36% | -6% | -2%
